HTR5A inv ctr = counter-screen for OPRM1-OPRD1 inverse agonists: human HTR5A inverse agonism; P47898; HTR5A cell line, luminescence; inhibition, % at 9.3 µM; actives 0.083% (n = 340,000); in the data active means inhibition mostly above about 23%, no sharp cut-off; inactive means mostly below about 18%;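 further: 0% = cells with DMSO and 100% = no-cell wells with DMSO; some compounds called inactive have numbers as strong as hits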
AddAB inh = less growth of phage-infected E. coli with AddAB; E. coli expressing H. pylori AddAB, absorbance growth; inhibition, % at 11.9 µM; actives 0.29% (n = 330,000); in the data active means inhibition above about 12%;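 further: 0% = vehicle wells of infected cells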
DAGLB inhibitor = diacylglycerol lipase beta (human) inhibition; HEK293T DAGLB membrane lysate, EnzChek fluorogenic substrate; inhibition, % at 5.17 µM; actives 0.059% (n = 340,000); AID 504411; in the data active means inhibition above about 34%;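 further: 0% = enzyme with vehicle and 100% = wells lacking enzyme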
Target sequence (Q8NCG7 whole entry, looked up): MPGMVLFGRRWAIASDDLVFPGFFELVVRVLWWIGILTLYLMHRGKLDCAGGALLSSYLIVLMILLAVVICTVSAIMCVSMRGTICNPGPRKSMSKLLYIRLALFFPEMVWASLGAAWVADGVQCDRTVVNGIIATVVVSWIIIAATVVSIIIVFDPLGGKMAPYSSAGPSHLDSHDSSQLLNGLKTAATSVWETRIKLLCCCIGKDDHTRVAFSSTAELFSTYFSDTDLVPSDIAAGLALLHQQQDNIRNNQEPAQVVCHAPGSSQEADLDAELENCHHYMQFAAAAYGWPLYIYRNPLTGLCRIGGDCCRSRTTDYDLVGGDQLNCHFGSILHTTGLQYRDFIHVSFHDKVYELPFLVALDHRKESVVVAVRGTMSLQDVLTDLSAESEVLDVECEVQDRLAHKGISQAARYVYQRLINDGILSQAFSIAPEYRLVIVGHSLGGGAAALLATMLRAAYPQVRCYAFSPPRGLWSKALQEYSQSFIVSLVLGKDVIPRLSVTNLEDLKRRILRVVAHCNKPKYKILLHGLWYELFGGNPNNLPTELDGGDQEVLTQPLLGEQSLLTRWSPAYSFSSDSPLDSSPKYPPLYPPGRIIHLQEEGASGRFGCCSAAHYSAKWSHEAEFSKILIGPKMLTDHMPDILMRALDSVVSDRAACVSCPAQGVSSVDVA
PKA-R2B act = PKA-R2B complex activation | P22694+P31323 | PKA-R2B holoenzyme dissociation, Cy5-IP20 fluorescence polarization; R2B truncated from residue 108, S112A mutant; 0% DMSO only, 100% 113 µM cGMP | activation, % at 11.4 µM | actives 0.079% (n = 340,000) | AID 504700;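 active means activation above a cutoff set at the mean over all compounds plus 3 SD, cut at about 18% in these data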;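 further: higher means more holoenzyme dissociation and a rise in polarization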
Target sequence (P31323 whole entry, looked up, other chains not shown, the tested form may be a part): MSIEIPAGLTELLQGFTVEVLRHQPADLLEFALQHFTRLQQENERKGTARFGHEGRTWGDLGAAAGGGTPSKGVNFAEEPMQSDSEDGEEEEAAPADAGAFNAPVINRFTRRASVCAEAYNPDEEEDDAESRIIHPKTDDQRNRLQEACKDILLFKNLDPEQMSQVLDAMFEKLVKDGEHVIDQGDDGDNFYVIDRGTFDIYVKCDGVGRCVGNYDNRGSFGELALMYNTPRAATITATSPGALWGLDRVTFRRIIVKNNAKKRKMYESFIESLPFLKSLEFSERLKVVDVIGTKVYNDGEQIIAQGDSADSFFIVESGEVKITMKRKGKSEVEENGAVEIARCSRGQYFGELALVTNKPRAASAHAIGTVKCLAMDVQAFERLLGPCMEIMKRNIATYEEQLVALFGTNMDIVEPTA
Tat export inh = blocks Tat-dependent protein export in E. coli; E. coli MC4100 TorA-mCherry Tat export, fluorescence; inhibition, % at 10 µM; actives 0.036% (n = 340,000); AID 488895;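 active means mean replicate inhibition at least 50% and at least half of replicates individually reaching 50%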;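 further: exported cargo escapes ClpAP degradation while cytoplasmic cargo is degraded and loses fluorescence; 0% = median of neutral control wells and 100% = median of NaSCN control wells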
HTR5A ag = activates human HTR5A in OPRM1-OPRD1 agonist counter-screen; P47898; HTR5A agonist assay, luminescence, cell-based; activation, % at 9.3 µM; actives 0.61% (n = 340,000); AID 504692; in the data active means activation mostly above about 9.5%, no sharp cut-off; inactive means mostly below about 7.6%;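 further: 0% = cells with vehicle only and 100% = reference agonist; strong numbers were not always called active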
CDK5 inh = CDK5/p35 (human) kinase inhibition | Q00535+Q15078 | Recombinant CDK5/p35, ADP-Glo luminescence, 60 min | inhibition, % at 10 µM | actives 0.01% (n = 330,000) | AID 488839;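 active means highest replicate inhibition of at least 50% and at least 75% of replicates reaching 50%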;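 further: plate controls were DMSO neutral control for no effect and GW8510 at 10 µM for full effect; many of its hits are not listed in these tables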
Ecoli viability = reduces bacterial viability in AddAB counter-screen; E. coli V3065 growth, OD600 absorbance, 18 h; inhibition, % at 11.9 µM; actives 0.27% (n = 330,000); AID 449728;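 active means inhibition above the campaign's mean inhibition across all tested compounds plus 3 SD, cut at about 9.9% in these data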;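 further: uninfected addAB+ strain grown without phage in ampicillin broth; 0% = DMSO wells and 100% = ciprofloxacin 0.95 µg/ml wells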
SUMO Mot1 rescue = inhibitors of SUMOylation pathway: yeast Mot1-301 growth rescue; actives 1% (n = 320,000); growth rescue, % at 18.8 µM; AID 2716; S. cerevisiae Mot1-301 growth rescue, ATP luminescence, 38.5C; percent above DMSO median, 100 means doubled;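 active means every valid replicate shows activation above 250% relative to neutral control wells; inactive means the rest, any valid replicate at or below 250%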;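 further: OY570 slx delta 5 strain wells were the positive control but not used for scaling; some compounds called inactive have numbers as strong as hits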
PKA-R1A activ = PKA-R1A complex activation; activation, % at 11.4 µM; PKA-R1A dissociation, Cy5-IP20 fluorescence polarization; scaled: DMSO 0%, 113 µM cGMP 100%; actives 0.083% (n = 340,000);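 active means percent activation above the mean of all tested compounds plus 3 SD, cut at about 19% in these data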;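 further: higher means more PKAc released from R1A so a rise in polarization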
phage Ecoli inh = E. coli growth loss with phage present. growth absorbance. inhibition, % at 11.9 µM. actives 0.26% (n = 360,000). AID 651602; in the data active means inhibition above about 11%
* hit, by the source's call; nt = no result given.

SMILES | HTR5A inv ctr | AddAB inh | DAGLB inhibitor | PKA-R2B act | Tat export inh | HTR5A ag | CDK5 inh | Ecoli viability | SUMO Mot1 rescue | PKA-R1A activ | phage Ecoli inh
CCC(=O)N1CCc2cc(S(=O)(=O)CCC(=O)NCc3cccc(OC)c3)ccc21 | 13 | -0.4 | 2 | -7 | 4 | 3 | -1.1 | -1.1 | 4 | -2 | -1.4
Cc1cccc(N2CCN(C(=O)c3ccc(-n4cncn4)c([N+](=O)[O-])c3)CC2)c1C | -11 | 0.1 | 3 | -3 | 0 | 4 | -2.5 | -0.6 | 148 | -11 | 0.2
CC(C)(C)NCC(O)COc1ccc(Br)cc1 (stereo unspecified) | 6 | 0.8 | 1 | -4 | -15 | -2 | -1.3 | 0.8 | -4 | 3 | 2.6
O=C(CC(Sc1n[nH]c(-c2ccccc2)n1)c1ccccc1)NCc1ccccc1 (stereo unspecified) | 8 | 0.7 | -9 | 9 | -10 | -4 | 0.9 | 0.3 | -8 | -5 | 2.9
COc1ccc(-c2cc(-c3ccc(OC)cc3)nc(-c3ccc4c(c3)NC(=O)CO4)c2)cc1 | -5 | -1.2 | -4 | 3 | -4 | 2 | 0.8 | 1.7 | 3 | 5 | -1.1
COc1ccc(OC)c(S(=O)(=O)NCc2cc(-c3ccccc3)no2)c1 | 10 | 1.1 | 2 | 2 | 23 | 3 | -0.1 | 4.8 | -18 | 0 | 2.3
CC(=Nc1ccccc1)C1=C(O)C(Cc2ccccc2)NC1=O (stereo unspecified) | 3 | nt | -4 | 1 | 5 | -1 | 0.4 | nt | nt | 13 | 4.1
CCCCCOCC1CC(C/C(C)=N/Nc2nc(-c3ccccc3)cs2)C(=O)O1 (stereo unspecified) | 4 | 3.1 | 1 | 4 | -5 | -1 | -1.1 | -0.4 | 247 | -2 | 2.2
COc1ccc(/C=C2\SC(N)=NC2=O)cc1 | 2 | nt | 1 | -8 | -11 | -1 | 0.4 | nt | 97 | -2 | 2.1
O=C(COCc1ccccc1)N[C@@H](Cc1ccc(O)cc1)C(=O)O | -35 | 2.4 | -4 | -11 | 2 | 12 | 1.4 | 0.9 | 7 | 2 | 0.1
N=c1c(C(=O)NC2CCCC2)cc2c(=O)n3ccccc3nc2n1CCCN1CCOCC1 | -1 | 4.1 | 0 | -7 | 0 | -2 | -2.3 | -1.6 | 0 | -2 | 3.3
CC1CCCCC1NC(=O)/C(C#N)=C/C=C/c1ccccc1[N+](=O)[O-] (stereo unspecified) | 2 | 2.0 | 0 | -1 | -17 | -1 | 2.2 | 0.8 | -1 | -17 | 5.5
COc1ccc(OC)c(N(CC(=O)Nc2ccc(NC(C)=O)cc2)S(C)(=O)=O)c1 | -25 | 1.9 | -2 | 3 | -2 | 10 | 0.5 | -1.1 | 5 | -4 | 2.5
CCN(CC)S(=O)(=O)c1ccc2oc(Nc3ccc(OC)cc3)nc2c1 | -18 | 2.0 | -2 | 8 | 9 | 0 | 10.0 | 1.3 | 153 | -19 | -0.6
COCCN(Cc1ccccc1)C(=O)c1cc(-c2ccc(OC)c(OC)c2)nc2ccccc12 | 4 | 1.8 | -6 | -8 | 8 | -2 | -0.7 | -0.6 | -7 | -7 | 0.6
CC(=O)N1CCC(N(CCN2CCOCC2)C(=S)Nc2cc(C)ccc2C)CC1 | 8 | 0.6 | -1 | 3 | -4 | 4 | 0.8 | 2.6 | 201 | -2 | 2.9
NC(=O)N/N=C/c1c(F)cccc1F | 7 | 3.5 | 0 | 2 | 4 | 5 | -0.5 | -0.5 | 3 | 0 | 0.3
Cc1ccc(S(=O)(=O)N(C)C)cc1NC(=O)c1cc(=O)c2ccccc2o1 | 9 | 2.1 | -1 | -2 | -6 | 1 | 7.4 | -0.4 | 9 | -2 | 0.3
Cc1ccccc1OCCC(=O)NNC(=O)c1ccccc1F | 8 | 0.0 | -3 | 9 | -9 | -3 | -0.1 | 0.3 | -10 | 9 | 3.5
CCOC(CNc1ncnc2c1cnn2C)OCC | 1 | 5.8 | 0 | -13 | -1 | 1 | 1.3 | -1.3 | 4 | 2 | -1.1
O=C(O)CCNc1ccc(NCCC(=O)O)c2c1C(=O)c1ccccc1C2=O | -10 | -5.6 | 1 | -2 | -8 | 3 | 1.7 | -3.5 | 3 | -5 | -3.7
O=c1[nH]c(CN2CCN(C/C=C/c3ccccc3)CC2)nc2ccccc12 | 23 | 2.7 | -1 | -1 | 2 | -3 | -1.9 | 1.8 | 10 | -4 | -0.5
Cc1ccc(CCNC(=O)CCn2c(=O)c3cccn3c3ccc(F)cc32)cc1 | -8 | 0.3 | -1 | -1 | 5 | -2 | -0.5 | 1.0 | 5 | 4 | 3.5
CCc1ccc(N(CC(=O)NC(C)(C)CC)C(=O)CCC(=O)Nc2nccs2)cc1 | 2 | -1.5 | 1 | 6 | 2 | -1 | -0.3 | -0.9 | 6 | 1 | -3.7
Cc1ccc2nc(Nc3ccc4[nH]c(=O)[nH]c4c3)c(-n3nc(C)cc3C)nc2c1 | -3 | 0.8 | 5 | -7 | -2 | 1 | 2.6 | -4.7 | 86 | 1 | 0.2

The list goes on:
SMILES | HTR5A inv ctr | AddAB inh | DAGLB inhibitor | PKA-R2B act | Tat export inh | HTR5A ag | CDK5 inh | Ecoli viability | SUMO Mot1 rescue | PKA-R1A activ | phage Ecoli inh
CC(=O)/C=C1\N(C)c2ccc(C)cc2C1(C)C | 0 | 2.5 | -4 | -6 | -6 | 0 | 0.9 | 0.8 | 1 | -4 | 2.8
Cc1cc(SCC(=O)c2ccccc2)nc(C)n1 | 6 | 1.0 | -6 | -8 | -2 | -2 | -0.4 | -2.5 | 41 | 5 | 2.3
O=C(COC(=O)c1ccccc1[N+](=O)[O-])Nc1cccnc1Cl | 6 | -1.0 | 9 | -6 | -4 | -2 | 0.6 | -0.3 | 120 | -1 | 3.3
O=C(CNC(=O)c1cccs1)N/N=C/c1cccc(Cl)c1 | 20 | 1.1 | 1 | -1 | -4 | -8 | -0.2 | 2.8 | -5 | 3 | -1.4
COCCCn1c(=S)[nH]c2sc3c(c2c1=O)CCCS3 | 3 | 3.5 | -1 | -4 | 4 | 3 | 0.2 | -0.8 | 27 | 0 | -1.8
CCC/C(=N\NC(=O)C1CCCC1)c1ccccc1 | 1 | 2.1 | 4 | -2 | -12 | -1 | -0.5 | -1.4 | 1 | -9 | 0.0
Cc1ccccc1NC(=O)c1cc(C(=O)c2cc(Cl)ccc2O)cn(-c2ccccc2C)c1=O | -11 | 3.0 | -6 | -11 | -5 | 3 | -1.9 | 0.6 | nt | 2 | 3.9
CC(C)NC(=S)N/N=C1\CCCc2ccccc21 | -29 | 1.1 | 0 | 2 | -3 | 11* | -1.4 | 0.2 | 5 | -7 | 3.3
Cc1ccc(NC(=O)CNCc2ccccc2Cl)cc1S(=O)(=O)N(C)C | 14 | -3.1 | -2 | 13 | -4 | -4 | 0.5 | 0.2 | -1 | -3 | -3.0
CC(C)(C)OC(=O)C[C@H]1C/C=C\C[C@@H](CC(=O)N[C@@H](CO)Cc2ccccc2)C(=O)NC[C@@H](c2ccccc2)OC1=O | 2 | -0.7 | -2 | 3 | 7 | -1 | -1.3 | 1.4 | -3 | -1 | 4.0
O=C(Nc1ccccc1)N1CCC(O)(c2cccc(C(F)(F)F)c2)CC1 | -14 | -0.6 | -2 | -15 | -3 | -4 | -3.8 | 0.3 | -21 | -4 | 2.8
CC(=O)c1cc2c(cc1NC(=O)CN1CCC(Cc3ccccc3)CC1)OCO2 | 5 | -1.2 | -2 | -5 | 5 | -1 | -0.7 | -0.8 | 13 | -9 | 1.6
O=C(Cc1ccccc1F)Nc1ccc(Cl)nc1 | -3 | 1.4 | 1 | -9 | -8 | 0 | 0.1 | 3.8 | -18 | 2 | 2.6
Cc1cc(SCc2ccc(Cl)cc2)nc(=O)[nH]1 | 7 | 2.4 | 0 | -1 | -2 | -2 | 0.2 | 0.2 | 1 | -11 | 3.0
Cc1ccc(-c2nnc(SCC(=O)N(C)C)nc2-c2ccc(C)cc2)cc1 | 1 | 0.8 | 1 | -3 | 7 | 0 | -6.6 | -2.6 | 0 | -2 | -0.3
CCOC(=O)C1C(C(=O)OC)=C(C2=CCCCC2)c2ccccc2N1S(=O)(=O)C(F)(F)F (stereo unspecified) | 2 | -2.5 | -8 | -1 | -1 | -1 | -2.7 | -0.4 | nt | -2 | 2.2
COc1cccc(N2C(=O)Nc3ccc(Br)cc3C2(O)C(=O)NCCCOC(C)C)c1 (stereo unspecified) | 6 | 3.1 | 1 | -8 | -17 | -2 | -1.3 | 1.0 | 1 | -5 | 5.2
CCN(CC(=O)NCCc1ccccc1)S(=O)(=O)c1ccc(C)cc1 | -6 | 0.7 | -1 | 6 | -1 | 7 | 0.3 | -0.3 | -3 | 0 | -1.3
O=C(Cn1cncn1)c1ccc(Cl)cc1 | -9 | -2.4 | -6 | 1 | 6 | 3 | -0.7 | -1.6 | 114 | -17 | 4.5
COc1cc(NS(=O)(=O)c2cc(C(=O)N3CCN(C(C)=O)CC3)ccc2OC)cc(OC)c1 | 25 | 2.1 | -2 | 8 | -3 | -3 | 0.2 | 1.3 | 13 | -12 | 1.3
COCCN(C(=O)CCCC(=O)Nc1ccccn1)C(C(=O)NC1CCCC1)c1ccc(C)cc1 (stereo unspecified) | 28 | -0.7 | 2 | 7 | 7 | -10 | 1.1 | -0.2 | 11 | -2 | -1.0
COc1ccc(-c2cc(C(F)(F)F)n3nc(C(=O)NCCN4CCOCC4)cc3n2)cc1 | 15 | 0.0 | 2 | -8 | 0 | -6 | 1.3 | -3.2 | 21 | 3 | 0.4
COc1cc(C(C2C(=O)CC(C)(C)CC2=O)C2C(=O)CC(C)(C)CC2=O)cc(OC)c1OC | 5 | -0.7 | 1 | 2 | 2 | -1 | -1.8 | -2.1 | -17 | 3 | 1.4
CCOc1ccccc1/C=N/NC(=O)c1nnn(-c2nonc2N)c1CN1CCC(C)CC1 | -10 | 2.0 | -2 | -4 | 1 | 2 | 1.0 | -2.0 | -13 | -3 | 3.1
CS(=O)(=O)N(CC(=O)Nc1ccc2c(c1)OCO2)Cc1ccc(Cl)cc1 | 7 | 1.5 | 0 | -4 | 2 | -2 | -1.1 | -2.8 | -6 | 3 | -0.5
COc1ccc(CN(C)C(=O)CCN=C2NS(=O)(=O)c3ccccc32)c(OC)c1 | 5 | 1.4 | -2 | -5 | -4 | -2 | 0.3 | -2.1 | -7 | -8 | 2.1
c1ccc2sc(NC3=NCN(C4CCCCC4)CN3)nc2c1 | -12 | 0.8 | -2 | 6 | -9 | -2 | 0.3 | -1.7 | -6 | -12 | nt
Cc1nnc(NC(=O)c2ccc(-c3ccc([N+](=O)[O-])cc3)o2)s1 | 13 | -1.1 | 0 | -2 | 1 | 5 | -0.5 | -0.3 | -10 | -7 | 2.0
Cc1cc(C)n(CC(=O)O)c(=O)c1[N+](=O)[O-] | 1 | 0.5 | 0 | 2 | 5 | 0 | -0.6 | 1.9 | -7 | 10 | -1.1
Cc1cccc2c(C(=O)n3cccn3)cc(-c3ccccc3Cl)nc12 | -16 | 4.9 | 4 | 8 | -3 | -2 | -0.4 | -0.9 | -5 | 1 | 1.8

Screening data (PubChem)
